High-throughput results: PubChem BioAssay, National Center for Advancing Translational Sciences (NCATS)
ALDH1A1 inh: blocks purified human ALDH1A1 activity. P00352. Purified ALDH1A1, NADH fluorescence, propionaldehyde substrate. Potency, µM (series often up to 75.3 µM), without a hit: top-dose activity, negative = inhibition, most hits filed as inhibitors. hit rate 7.3% among 220,000. AID 1030; active means well fitted inhibition curve with a large enough effect, not every such curve was filed as active; inconclusive means small, poorly fitted or top-dose-only effect, or another doubt; inactive means no such curve, though single readings can be large or run the other way;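 further: plate controls were no enzyme wells and a reference inhibitor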
GoLoco inh red: RGS12 GoLoco-Gai1 interaction inhibition; P63096; Gai1:RGS12 GoLoco peptide FP, rhodamine, 10 min; Potency, µM (top dose mostly 61.6 µM), for the others: at the highest dose activity, negative = inhibition, hits mostly inhibitors; hit rate 0.44% among 230,000; AID 880; active means well fitted inhibition curve with a large enough effect, not every such curve was filed as active; inactive means no such curve, though single readings can be large or run the other way; further: on the % scale 0 is the no-effect control and ±100 the full control effect; nearly all actives have a fitted effect of over 30% in size; many of its hits are not listed in these tables
Target sequence (P63096 whole entry, looked up): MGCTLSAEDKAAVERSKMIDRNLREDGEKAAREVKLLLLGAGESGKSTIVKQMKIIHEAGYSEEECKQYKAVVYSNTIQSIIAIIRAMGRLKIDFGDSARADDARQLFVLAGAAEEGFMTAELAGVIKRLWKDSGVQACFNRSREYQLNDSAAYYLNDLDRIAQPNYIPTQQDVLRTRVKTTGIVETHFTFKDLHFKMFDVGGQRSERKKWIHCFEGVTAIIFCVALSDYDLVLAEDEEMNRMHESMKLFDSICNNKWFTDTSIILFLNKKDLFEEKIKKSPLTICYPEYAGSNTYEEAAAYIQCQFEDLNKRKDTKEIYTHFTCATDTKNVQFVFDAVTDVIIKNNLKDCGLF
LMNA splice mod: modulators of lamin A splicing; HeLa LMNA splicing GFP/RFP minigene ratio, 48 h; AID 1487; Potency, µM (top dose mostly 46.1 µM), for the others: at the highest dose ratio change, negative = inhibition, hits mostly inhibitors; hit rate 0.01% among 200,000; active means well fitted inhibition curve with a large enough effect in the signal ratio, with a control signal flat, not every such curve was filed as active; inconclusive means small, poorly fitted or top-dose-only effect, or effect the other way, or a change in a side signal; the % refers to the signal ratio; further: on the % scale 0 is the no-effect control and ±100 the full control effect
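S3 HeLa stable clones carrying a lamin A-EGFP splicing minigene plus DsRed2 were seeded at 600 cells/well in Opti-MEM with 2% FBS, pin-dosed and incubated 48 h at 37°C. Acumen cytometry (488 nm) gave the GFP/RFP total-intensity ratio.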
TRb SRC2 PPI: disrupts binding of human TR beta to SRC2; TRbeta-SRC2 peptide binding, fluorescence polarization; receptor liganded with 1 µM T3; Potency, µM (highest dose often 106 µM), inactives show top-dose activity change, negative = inhibition, usual class: inhibitors; hit rate 0.065% among 280,000; AID 1469;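 further: plate controls were bound peptide for no effect and peptide without receptor for full effect; nearly all actives have a fitted effect of over 50% in size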
Target sequence (P10828 whole entry, looked up): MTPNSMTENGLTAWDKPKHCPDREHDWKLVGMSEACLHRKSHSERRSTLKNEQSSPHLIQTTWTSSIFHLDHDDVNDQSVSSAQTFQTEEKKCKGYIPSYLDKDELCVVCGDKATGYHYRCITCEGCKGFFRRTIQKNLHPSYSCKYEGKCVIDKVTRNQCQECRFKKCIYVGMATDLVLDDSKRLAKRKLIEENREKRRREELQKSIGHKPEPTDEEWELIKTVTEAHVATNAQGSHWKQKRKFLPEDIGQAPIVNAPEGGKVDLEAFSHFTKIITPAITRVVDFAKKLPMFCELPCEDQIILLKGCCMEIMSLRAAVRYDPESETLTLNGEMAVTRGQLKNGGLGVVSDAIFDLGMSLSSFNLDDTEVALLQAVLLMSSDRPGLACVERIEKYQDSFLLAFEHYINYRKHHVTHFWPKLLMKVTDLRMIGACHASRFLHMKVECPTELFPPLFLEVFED
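Fluorescence polarization of 20 nM Texas Red SRC2 peptide (20-aa NR interaction domain) bound to 0.6 uM human TRb ligand-binding domain, with 1 uM T3, after 5 hr at ambient temperature; inhibition seen as decreased polarization.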
KDM4E inh: inhibitors of human JMJD2E histone demethylase; B2RXH2; JMJD2E catalytic domain, FDH-coupled NADH fluorescence (FDH is formaldehyde dehydrogenase); Potency, µM (highest dose often 57.1 µM), without a hit: at the highest dose activity change, negative = inhibition, hits mostly inhibitors; hit rate 1.6% among 230,000; AID 2147; active means well fitted inhibition curve with a large enough effect, not every such curve was filed as active; inconclusive means small, poorly fitted or top-dose-only effect, or another doubt; inactive means no such curve, though single readings can be large or run the other way;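 further: 0% = wells with enzyme and -100% = buffer wells without enzyme; nearly all actives have a fitted effect of over 50% in size; many of its hits are not listed in these tables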
TR SRC2 fluor cs: counter-screen for TRb-SRC2 inhibitors: fluorescence interference | TRb/SRC2 Texas Red total fluorescence interference | Potency, µM (top dose mostly 106 µM), without a hit: top-dose fluorescence change, negative = quenching | hit rate 0.29% among 280,000 | AID 1479; active means well fitted curve in either direction with a large enough effect; inconclusive means small, poorly fitted or top-dose-only effect; further: on the % scale 0 is the no-effect control and ±100 the full control effect
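Human TRb ligand-binding domain at 0.6 uM with 20 nM Texas Red SRC2 peptide in Tris buffer containing 1 uM T3 and 5% DMSO, incubated with compound 5 h at ambient temperature. Total fluorescence (555/632 nm) calculated as parallel + 2 × perpendicular.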
RECQ1 helicase: inhibitors of human RECQ1 DNA helicase; RECQ1 DNA unwinding, red fluorescence kinetic read; hit rate 0.54% among 240,000; Potency, µM (series often up to 57.3 µM), without a hit: at the top dose activity, negative = inhibition, actives largely listed as inhibitors; P46063; AID 2549;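 further: plate controls were vehicle for no effect and no enzyme for full effect; nearly all actives have a fitted effect of over 30% in size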
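RECQ1T1 50 nM; forked duplex (20 bp + 30-nt ss tails) 200 nM, ATP 2 mM final; pH 8.0, 2 mM MgCl2, 2.5 ug/ml poly(dI-dC); 15 min compound preincubation; discontinuous kinetic read over 2 h at RT.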
SMN2 splice up: SMN2 splice variant enhancement. HEK293 SMN2-luciferase splicing reporter, luminescence, 30-36 h. Potency, µM (highest dose often 46.1 µM), inactives show top-dose activity change, positive = activation, usual class: activators. hit rate 2.8% among 210,000. AID 1458; further: % of control where 0% means no effect; nearly all actives have a fitted effect of over 55% in size
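qHTS luciferase splicing reporter: luminescence rises when SMN2 exon 7 is included in transfected HEK293 cells. Compound exposure lasted 30-36 h at 37C, with 4.5 mM final sodium butyrate as control, followed by a ONE-Glo read.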
* marks the source's active call; other numbers are inactive results; & = joins results of further samples; [ ] = another dose, or the depositor's remark. Unless noted, the call rests on the fitted dose curve; in most records, active means well fitted curve in the direction sought with a large enough effect; inconclusive means small, poorly fitted or top-dose-only effect, or another doubt; inactive means no such curve, though single readings can be large; an effect the other way counts as inactive or inconclusive. Potency means the concentration at half of the fitted maximal effect. Some of the compounds tested; rates above refer to the full screens.

Results for CCOc1ccc2c(c1)C(c1ccc(C)cc1)=NNC(c1ccc(OC)cc1)=N2 ?
ALDH1A1 inh: 9.0%; GoLoco inh red: 7.6%; LMNA splice mod: 1.5%; TRb SRC2 PPI: -2.2%; KDM4E inh: 0.9%; TR SRC2 fluor cs: -0.5%; RECQ1 helicase: -12.1%; SMN2 splice up: 17.7%

What do the screens show for `COCCNC(=O)C(c1ccncc1)N(C(=O)Cn1nnc2ccccc21)c1ccc(OC)cc1` (stereo not given)?
ALDH1A1 inh: 9.5%; GoLoco inh red: -39.6%; LMNA splice mod: 13.0%; TRb SRC2 PPI: -9.1%; KDM4E inh: -3.8%; TR SRC2 fluor cs: 3.0%; RECQ1 helicase: -12.3%; SMN2 splice up: 14.8%

What do the screens show for `CN(CC(=O)NCc1ccncc1)S(=O)(=O)c1ccc(F)cc1`?
ALDH1A1 inh: -1.1%; GoLoco inh red: -2.1%; LMNA splice mod: -6.0%; TRb SRC2 PPI: 6.0%; KDM4E inh: -2.7%; TR SRC2 fluor cs: 0.9%; RECQ1 helicase: -0.8%; SMN2 splice up: -7.2%

Results for O=c1oc(-c2cccs2)nc2sc3c(c12)CCCCC3 ?
ALDH1A1 inh: -9.1%; GoLoco inh red: -2.1%; LMNA splice mod: 4.7%; TRb SRC2 PPI: -3.6%; KDM4E inh: -2.8%; TR SRC2 fluor cs: -6.8%; RECQ1 helicase: inactive; SMN2 splice up: 15.8µM*

Results for C(=C\c1ccccc1)/CSc1ccccn1 ?
ALDH1A1 inh: 13.2%; GoLoco inh red: -8.4%; LMNA splice mod: -1.8%[9.22 µM]; TRb SRC2 PPI: 1.9%; KDM4E inh: -2.7%; TR SRC2 fluor cs: -4.4%; RECQ1 helicase: -10.7%; SMN2 splice up: 23.7%

How did CC(=O)NC(CCS(C)(=O)=O)C(=O)Nc1cccc(Cl)c1Cl (stereo not given) do in these assays?
ALDH1A1 inh: -4.9%; GoLoco inh red: -7.4%; LMNA splice mod: -4.4%; TRb SRC2 PPI: -9.7%; KDM4E inh: 4.7%; TR SRC2 fluor cs: -0.6%; RECQ1 helicase: -2.2%; SMN2 splice up: -1.1%

How did Fc1ccccc1N1CCN(C2CCN(Cc3c[nH]c4ccccc34)CC2)CC1 do in these assays?
ALDH1A1 inh: -0.7%; GoLoco inh red: -0.5%; LMNA splice mod: -0.8%; TRb SRC2 PPI: -22.0%; KDM4E inh: -3.3%; TR SRC2 fluor cs: -4.0%; RECQ1 helicase: 10.2%; SMN2 splice up: -10.8%

How did Cc1ccc(-c2nc3cccnc3s2)cc1NS(C)(=O)=O do in these assays?
ALDH1A1 inh: inconclusive; GoLoco inh red: 11.6%; TRb SRC2 PPI: 0.1%; KDM4E inh: inconclusive; TR SRC2 fluor cs: -0.1%; RECQ1 helicase: inactive

What do the screens show for `O=C1C=C(c2ccccc2)CC(/C=C/c2ccccc2)C1` (stereo not given)?
ALDH1A1 inh: inconclusive; GoLoco inh red: -1.7%; LMNA splice mod: inconclusive; TRb SRC2 PPI: 7.8%; KDM4E inh: 0.7%; TR SRC2 fluor cs: 1.3%; RECQ1 helicase: inactive; SMN2 splice up: -13.9%

Results for COc1ccc(-c2nc(C(N)=O)c3[nH]c(=O)n(-c4cccc(C)c4)c3n2)c(OC)c1 ?
ALDH1A1 inh: -14.5%; GoLoco inh red: 20.7%; LMNA splice mod: -9.6%; TRb SRC2 PPI: -15.4%; KDM4E inh: inconclusive; TR SRC2 fluor cs: -1.0%; RECQ1 helicase: inactive; SMN2 splice up: 18.8%

Results for O=c1c2cc(Cl)ccc2[nH]c(=S)n1Cc1ccccn1 ?
ALDH1A1 inh: inconclusive; GoLoco inh red: 5.7%; LMNA splice mod: 0.9%; TRb SRC2 PPI: -4.8%; KDM4E inh: -9.9%; TR SRC2 fluor cs: -5.3%; RECQ1 helicase: -4.0%

What do the screens show for `CN(C)S(=O)(=O)c1ccc(-c2csc(-c3cccnc3)n2)cc1`?
ALDH1A1 inh: -3.8%; GoLoco inh red: 12.3%; TRb SRC2 PPI: 0.5%; KDM4E inh: inconclusive; TR SRC2 fluor cs: -2.7%; RECQ1 helicase: -12.9%

Results for O=C(CC1CS(=O)(=O)CC1CC(=O)Oc1ccccc1F)Oc1ccccc1F (stereo not given) ?
ALDH1A1 inh: 7.08µM*; GoLoco inh red: 1.2%; LMNA splice mod: -4.1%; TRb SRC2 PPI: 0.7%; KDM4E inh: -2.2%; TR SRC2 fluor cs: -1.5%; RECQ1 helicase: -1.6%; SMN2 splice up: inconclusive

What do the screens show for `CC(O)c1nc2ccccc2n1C/C=C/c1ccccc1` (stereo not given)?
ALDH1A1 inh: -9.3%; GoLoco inh red: 3.5%; LMNA splice mod: -8.1%; TRb SRC2 PPI: 6.8%; KDM4E inh: 1.6%; TR SRC2 fluor cs: -5.3%; RECQ1 helicase: -11.3%; SMN2 splice up: -35.9%

Results for CC(c1nnc(Sc2nnnn2-c2ccccc2)n1-c1ccc(F)cc1)N(C)C (stereo not given) ?
ALDH1A1 inh: 7.8%; GoLoco inh red: 0.5%; LMNA splice mod: inconclusive; TRb SRC2 PPI: -4.3%; KDM4E inh: 6.7%; TR SRC2 fluor cs: -0.6%; RECQ1 helicase: -2.0%; SMN2 splice up: -9.9%

What do the screens show for `COc1ccc(-c2cc(C(F)(F)F)c(C#N)c(SCC(=O)O)n2)cc1OC`?
GoLoco inh red: -4.7%; TRb SRC2 PPI: 8.6%; KDM4E inh: 7.0%; TR SRC2 fluor cs: -0.1%; RECQ1 helicase: -0.8%

What do the screens show for `Cc1sc2ncnc(OCC(=O)N3CCN(S(=O)(=O)c4ccccc4)CC3)c2c1C`?
ALDH1A1 inh: -8.3%; GoLoco inh red: 2.6%; LMNA splice mod: -2.4%; TRb SRC2 PPI: 7.0%; KDM4E inh: 1.9%; TR SRC2 fluor cs: -1.6%; RECQ1 helicase: -1.3%; SMN2 splice up: -35.3%[inhibitor]

How did COC(=O)c1cccc(C23CC4(C2)[C@H](CN(Cc2cccnc2)[C@@H]4c2ccccc2)C3c2ccc(Cl)nc2)c1 (stereo not given in full) do in these assays?
ALDH1A1 inh: 5.4%; GoLoco inh red: 3.1%&1.1%; TRb SRC2 PPI: 6.7%&7.0%; KDM4E inh: -20.2%&-5.1%; TR SRC2 fluor cs: -0.9%&2.3%; RECQ1 helicase: inactive; SMN2 splice up: -22.2%

What do the screens show for `CC(=NCCc1ccccc1)C1=C(O)C(c2ccccc2)OC1=O` (stereo not given)?
ALDH1A1 inh: inconclusive; GoLoco inh red: 3.0%; LMNA splice mod: 15.9%[46 µM]; TRb SRC2 PPI: 0.7%; KDM4E inh: -3.9%; TR SRC2 fluor cs: -7.3%; RECQ1 helicase: -8.5%; SMN2 splice up: 1.0%

Results for Cc1ccc(C(=O)CSc2nc(C)cc(=O)[nH]2)cc1 ?
ALDH1A1 inh: -6.5%; GoLoco inh red: -1.3%; LMNA splice mod: 2.7%; TRb SRC2 PPI: 1.4%; KDM4E inh: -5.9%; TR SRC2 fluor cs: 1.7%; RECQ1 helicase: inactive; SMN2 splice up: -10.4%

Results for CN(CCC#N)C(=O)COC(=O)/C=C/c1cccs1 ?
ALDH1A1 inh: 6.7%; GoLoco inh red: 2.9%; TRb SRC2 PPI: -8.0%; KDM4E inh: -0.7%; TR SRC2 fluor cs: -2.0%; RECQ1 helicase: -2.1%; SMN2 splice up: 8.9%

Results for O=C(O)c1cccc(Nc2ncnc3ccccc23)c1 ?
ALDH1A1 inh: 6.9%; GoLoco inh red: -11.6%; LMNA splice mod: 4.0%; TRb SRC2 PPI: 4.0%; KDM4E inh: -16.7%; TR SRC2 fluor cs: -0.7%; RECQ1 helicase: -1.3%; SMN2 splice up: 18.2%

Results for O=c1[nH]ncc2c3ccccc3n(Cc3cccc(Cl)c3)c12 ?
ALDH1A1 inh: -2.4%; GoLoco inh red: 65.9%[activator]; LMNA splice mod: 26.9%[46 µM]; TRb SRC2 PPI: 1.8%; KDM4E inh: -20.5%; TR SRC2 fluor cs: -1.1%; RECQ1 helicase: -15.6%; SMN2 splice up: -12.9%

What do the screens show for `O=C1c2cccc3c(O)ccc(c23)C(=O)N1Cc1ccco1`?
ALDH1A1 inh: 12.6µM*; GoLoco inh red: 11.2µM*; TRb SRC2 PPI: -5.6%; KDM4E inh: -13.4%; TR SRC2 fluor cs: -7.1%; RECQ1 helicase: inconclusive

Results for CCOCC(=O)N1CCC(Cc2ccccc2)CC1 ?
ALDH1A1 inh: inconclusive; GoLoco inh red: 3.9%; LMNA splice mod: -4.0%[46 µM]; TRb SRC2 PPI: -4.8%; KDM4E inh: -4.6%; TR SRC2 fluor cs: -4.2%; RECQ1 helicase: inactive; SMN2 splice up: -13.4%

Results for CCn1ncc(/C=C/C(=O)NCc2cn(C)nc2C)c1C ?
ALDH1A1 inh: -6.5%; GoLoco inh red: -11.0%; LMNA splice mod: 9.5%; TRb SRC2 PPI: -7.6%; KDM4E inh: -4.1%; TR SRC2 fluor cs: -2.7%; RECQ1 helicase: -0.2%; SMN2 splice up: 7.1%

How did CC(=O)C1=C(O)C(=O)N(CCc2c[nH]c3ccccc23)C1c1cccc(O)c1 (stereo not given) do in these assays?
ALDH1A1 inh: -10.2%; GoLoco inh red: -2.6%; LMNA splice mod: 3.5%; TRb SRC2 PPI: -17.4%; KDM4E inh: -19.7%; TR SRC2 fluor cs: -0.5%; RECQ1 helicase: -4.4%; SMN2 splice up: 13.7%

What do the screens show for `CCCC1(C(=O)OC)C=C2C(=C(C)C(=O)C2C)CN1` (stereo not given)?
ALDH1A1 inh: inconclusive; GoLoco inh red: -17.5%; TRb SRC2 PPI: -6.1%; KDM4E inh: inconclusive; TR SRC2 fluor cs: 18.6%; RECQ1 helicase: -1.9%; SMN2 splice up: inconclusive
